# Mito fusion yeast = blocks mitochondrial division or promotes mitochondrial fusion; S. cerevisiae fusion-defective mutant growth rescue, CellTiterGlo 48 h; Potency, µM (highest dose often 46.1 µM), for the others: at the highest dose growth rescue (activation), hits mostly activators; 320,000 tested, 0.23% active; AID 485298;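 note: potency is the fitted concentration of half-maximal effect; % of control where 0% means no effect; nearly all actives have a fitted effect of over 45% in size; temperature-sensitive fusion mutants such as fzo1-1 at 37 °C on non-fermentable ethanol glycerol medium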
#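 Growth-rescue viability read-out: after 48 h at the non-permissive 37C in glycerol/ethanol YPEG, yeast mitochondrial fusion mutants are measured by CellTiterGlo luminescence; compounds (23 nl pinned per well) restoring growth score as division inhibitors or fusion activators.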
# uPA generation = blocks generation of uPA at the cell surface | Potency, µM (series often up to 38.3 µM), for the others: at the highest dose activity change, negative = inhibition, actives largely listed as inhibitors | 330,000 tested, 0.31% active | cell surface uPA generation assay, qHTS | AID 540303; active = well fitted inhibition curve with a large enough effect; inconclusive = small, poorly fitted or top-dose-only effect; inactive = no such curve, though single readings can be large or run the other way; tested in mouse RAW 264.7 cells; note: potency is the fitted concentration of half-maximal effect; % is set by controls: 0 for no effect and ±100 for the full control effect; nearly all actives have a fitted effect of over 55% in size
# USP2a inh = USP2a (human) protease inhibition | USP2 core, Ub-CHOP2 coupled fluorogenic reporter, 485/531 | AID 463254 | O75604 | Potency, µM (top dose mostly 38.3 µM), for inactives: top-dose activity change, negative = inhibition, actives largely listed as inhibitors | 330,000 tested, 0.01% active;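 note: potency is the fitted concentration of half-maximal effect; plate controls were DMSO wells for no effect and full inhibition by NEM control for full effect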
#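 USP2 core (10nM final) preincubated 30min RT with compound in 20mM Tris-HCl pH 8.0, 2mM CaCl2, 2mM beta-mercaptoethanol, 0.05% CHAPS; 25nM Ub-CHOP2 plus 25nM reporter substrate added, fluorescence (Ex485/Em531) read after 60min.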
# TSG101-PTAP inh = blocks PTAP/TSG101 interaction to inhibit HIV-1 budding; Q99816; Fluorescence polarization, FITC-PTAP peptide / Tsg101 binding; Potency, µM (top dose mostly 115 µM), for inactives: at the top dose activity change, negative = inhibition, usual class: inhibitors; 340,000 tested, under 10 active; active = well fitted inhibition curve with a large enough effect in the main read-out, with a control signal flat, not every such curve was filed as active; inconclusive = small, poorly fitted or top-dose-only effect, or effect the other way, or a change in a side signal; inactive = no such curve, though single readings can be large or run the other way; note: potency is the fitted concentration of half-maximal effect; % of control where 0% means no effect
#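 FP read-out: FITC-PTAP peptide, 50 nM final, binding Tsg101 binding domain, 10 uM final; 20 min, r.t.; 10 mM HEPES pH 7.5, 0.15 M NaCl, 0.01% Tween 20, 3 mM EDTA, 0.1 mM TCEP.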
# B2AR arrestin = recruits beta-arrestin to the human beta2-adrenergic receptor; beta-arrestin recruitment to beta2AR, cell-based reporter; Potency, µM (highest dose often 46.1 µM), for inactives: at the top dose activation, usual class: activators; 330,000 tested, 0.02% active;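 note: potency is the fitted concentration of half-maximal effect; 0% = DMSO controls and full agonism = EC100 isoproterenol or metaproterenol; nearly all actives have a fitted effect of over 65% in size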
# Target sequence (P07550 whole entry, looked up): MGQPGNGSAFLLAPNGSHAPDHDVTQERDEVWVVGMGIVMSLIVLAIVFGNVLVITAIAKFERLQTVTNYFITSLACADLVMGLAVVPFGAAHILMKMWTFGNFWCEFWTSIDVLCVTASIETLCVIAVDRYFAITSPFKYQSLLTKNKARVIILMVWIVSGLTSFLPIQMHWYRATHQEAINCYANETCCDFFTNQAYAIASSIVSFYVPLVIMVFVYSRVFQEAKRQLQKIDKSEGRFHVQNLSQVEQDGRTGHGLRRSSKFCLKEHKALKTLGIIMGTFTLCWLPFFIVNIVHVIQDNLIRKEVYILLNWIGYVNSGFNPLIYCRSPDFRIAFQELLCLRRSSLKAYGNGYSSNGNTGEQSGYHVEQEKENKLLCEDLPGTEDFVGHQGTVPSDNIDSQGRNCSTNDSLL
# BCR signal inh = blocks chronic active B-cell receptor signaling. Potency, µM (series often up to 46.1 µM), inactives show top-dose ratio change, negative = lower green/red ratio, hits mostly inhibitors. ABC-DLBCL IkBa-CBG/CBR reporter, luminescence ratio, 4 h. 340,000 tested, 0.05% active; active = well fitted inhibition curve with a large enough effect in the signal ratio, with a control signal flat, not every such curve was filed as active; inconclusive = small, poorly fitted or top-dose-only effect, or effect the other way, or a change in a side signal; the % refers to the signal ratio;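 note: potency is the fitted concentration of half-maximal effect; plate controls were basal doxycycline-induced cells for no effect and cells given 10 µM MG132 for full effect; MG132 reads +100%, hits lower the ratio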
#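 TMD8 human ABC-DLBCL cells with doxycycline-inducible IκBα–green luciferase fusion and unfused red luciferase, in 0.5% FBS medium; compounds up to 46 uM, 4 h at 37C. Green/red luminescence ratio, filter-overlap corrected, fitted to concentration-response curves.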
# TCR activator = activators of T cell receptors; primary human leukocytes, anti-CD3, IL-2 HTRF, 48 h; Potency, µM (doses to about 9.22 µM), for inactives: at the top dose activation of IL-2 secretion, hits mostly activators; 330,000 tested, under 10 active; AID 504894; note: % of control where 0% means no effect
#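 1) Mix primary human leukocytes, a-CD3 beads and compound. 2) Incubate 48 hr. 3) Add HTRF IL-2 reagents (a-IL-2-K, a-IL-2-d2).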
# Eya2 inh = Eya2 (human) phosphatase inhibition | O00167 | recombinant Eya2, OMFP fluorescence dephosphorylation (OMFP is methylfluorescein phosphate) | Potency, µM (series often up to 76.9 µM), inactives show at the highest dose activity, negative = inhibition, usual class: inhibitors | 330,000 tested, 0.006% active | AID 488837; note: potency is the fitted concentration of half-maximal effect; % is set by controls: 0 for no effect and ±100 for the full control effect
# Target sequence (O00167 whole entry, looked up): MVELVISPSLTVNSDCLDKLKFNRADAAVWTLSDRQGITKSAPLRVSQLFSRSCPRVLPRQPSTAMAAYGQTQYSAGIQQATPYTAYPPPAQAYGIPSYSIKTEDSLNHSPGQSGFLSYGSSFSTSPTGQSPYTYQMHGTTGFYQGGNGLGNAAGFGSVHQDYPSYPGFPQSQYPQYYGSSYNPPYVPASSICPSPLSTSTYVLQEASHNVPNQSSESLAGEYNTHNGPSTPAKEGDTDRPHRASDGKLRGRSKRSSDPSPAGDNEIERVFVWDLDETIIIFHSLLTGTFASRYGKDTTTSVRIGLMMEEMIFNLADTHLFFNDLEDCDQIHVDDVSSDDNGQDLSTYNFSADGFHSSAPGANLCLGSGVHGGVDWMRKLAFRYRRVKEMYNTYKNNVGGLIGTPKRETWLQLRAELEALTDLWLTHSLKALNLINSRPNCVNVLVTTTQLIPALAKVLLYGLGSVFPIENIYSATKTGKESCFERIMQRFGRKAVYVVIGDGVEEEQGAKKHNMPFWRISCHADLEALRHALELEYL
#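 Eya2 (0.2 uM) preincubated 10 min at ambient with compound, then OMFP substrate added at 50 uM; 10 min reaction in 50 mM HEPES pH 7.5, 50 mM NaCl, 5 uM MgCl2, 0.05% BSA, 1 mM DTT. Fluorescence read at Ex 485/Em 525 nm.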
# Tb PFK block = blocks T. brucei phosphofructokinase; T. brucei PFK, ADP-Glo luminescence; Potency, µM (top dose mostly 57.5 µM), for inactives: at the highest dose activity, negative = inhibition, most hits filed as inhibitors; 330,000 tested, 0.17% active; AID 485367; O15648;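 note: potency is the fitted concentration of half-maximal effect; 0% = uninhibited 1x PFK enzyme wells and -100% = no-enzyme wells; nearly all actives have a fitted effect of over 60% in size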
#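 In TEA buffer at pH 8.0 with 5 mM MgCl2, enzyme (1.25 nM) converted F6P (0.5 mM) and ATP (0.1 mM) for 45 min at room temperature. ADP product was read by luciferase luminescence.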
# TSHR antagonist = antagonists of human thyroid stimulating hormone receptor; P16473; TSHR-expressing cells, TSH-stimulated cAMP HTRF, 2 h; stronger effect = lower value; activity change, negative = inhibition, % at 11.5 µM; 330,000 tested, 0.2% active; AID 504810;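 active = activity change below a set negative limit, meaning inhibition stronger than a set level, cut at about -70% in these data; inconclusive = activity change between two set negative limits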; note: % is set by controls: 0 for no effect and ±100 for the full control effect
#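 Competitive HTRF cAMP read-out (cryptate anti-cAMP antibody, cAMP-d2; 30 min, room temperature) in freshly harvested TSHR cells. Compounds added before TSH at EC80 (4nM final), followed by 2 hours' incubation at 37 deg C.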
# ELG1 repair inh = inhibitors of ELG1-dependent DNA repair in HEK293T cells | HEK293T ELG1-luciferase reporter, luminescence, 16 h; DNA damage induced by 5-fluorouridine | Potency, µM (titrated, usually from 46.1 µM), for inactives: top-dose activity change, negative = inhibition, most hits filed as inhibitors | 330,000 tested, 2.3% active | AID 504467; note: potency is the fitted concentration of half-maximal effect; % is set by controls: 0 for no effect and ±100 for the full control effect; nearly all actives have a fitted effect of over 55% in size
#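 Quantitative HTS, concentration-response format. 2,000 cells/well co-treated with 5-fluorouridine and compound, 16 hr in 5% CO2 at 37 °C; ONE-Glo luminescence read after 30 min.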
# * hit, by the source's call; ? = inconclusive; / = no result given; [ ] = another dose, or the depositor's remark. Unless noted, calls come from the whole dose curve; as a rule, active = well fitted curve in the direction sought with a large enough effect; inconclusive = small, poorly fitted or top-dose-only effect, or another doubt; inactive = no such curve, though single readings can be large; an effect the other way counts as inactive or inconclusive. The order is random. Share with any hit: about 3%.
SMILES,Mito fusion yeast,uPA generation,USP2a inh,TSG101-PTAP inh,B2AR arrestin,BCR signal inh,TCR activator,Eya2 inh,Tb PFK block,TSHR antagonist,ELG1 repair inh
COCCNC(=S)N/N=C/c1ccc([N+](=O)[O-])cc1,-6%,-2%,1%,-5%,-0.6%,6%,0%,-5%,1%,-10,-12%
Cn1c(-c2ccc(F)cc2)cnc1SCC(=O)N1CCCc2ccccc21,7%,1%,-1%,-6%,-1.0%,0%,3%[46.1 µM],3%,-8%,22,-10%
Cc1ccc(-n2c(SCC(N)=O)nnc2-c2ccccn2)cc1,-2%,5%,1%,-4%,0.4%,7%,/,20%,17%,11,-5%
COc1cccc(-c2cc(=O)c3cc(NC(=O)c4ccccc4)ccc3[nH]2)c1,-3%,?,3%,0%,-0.1%,0%,3%,4%,0%,-9,-1%
Cc1ccc(S(N)(=O)=O)cc1NC(=O)/C=C/c1cccs1,-1%,10%,0%,-9%,0.3%,-26%,-8%,6%,0%,-4,3%
CCC1=C(OC(=O)N(CC)CC)N2C(=O)OC(=NCc3ccccc3)[C@]2(C)[C@H]2C1=CC[C@H]1C(=O)N(c3ccccc3)C(=O)[C@H]12,0%,0%,-21%,-2%,-0.2%,1%,-4%,0%,2%,8,-4%
CCC(=O)NC1(C(F)(F)F)C(=O)NC(C)=C1C#N (configuration not stated),2%,-4%,-1%,1%,-0.1%,?,5%,-18%,-12%,10,-11%
CCN1CCN(c2ccc(NC(=O)c3cccc(S(=O)(=O)N4CCCC4)c3)cc2)CC1,/,1%,0%,-2%,-0.7%,4%,7%[46.1 µM],-12%,-2%,-11,12%
COc1ccc(Cl)cc1NC(=O)CN(C)C(=O)c1ccc(-n2cncn2)cc1,/,0%,1%,-1%,-0.2%,-1%,8%[46.1 µM],0%,1%,-4,-24%
COc1ccc(Oc2coc3cc(O)ccc3c2=O)cc1,4%,9%,1%,0%,7.9%,-10%,0%,9%,3%,36,?
COCCn1c(=N)c(C(=O)NCc2ccco2)cc2c(=O)n3ccccc3nc21,1%,-6%,2%,-2%,-0.4%,1%,10%,-5%,6%,-1,-6%
O=C1CCN(Cc2ccc([N+](=O)[O-])cc2)CCN1CCO,-2%,17%,-1%,-1%,-0.8%,-2%,-1%,-4%,-2%,1,-2%
Cn1nnc(NC(=O)c2ccco2)n1,2%,3%,2%,-3%,0.1%,-5%,1%,17%,-5%,-1,2%
COc1ccc2[nH]cc(CCNC(=O)C3CC(=O)N(c4ccc(Cl)cc4)C3)c2c1 (configuration not stated),3%,2%,0%,-5%,-0.4%,12%,-15%,10%,-1%,1,?
CC(C)Oc1ccc(/C(O)=C2/C(=O)C(=O)N(CCN3CCNCC3)C2c2ccc(C(C)C)cc2)cc1 (configuration not stated),-3%,8%,3%,-5%,-0.1%,-1%,-1%,0%,-4%,0,?
Nc1nnc(-c2ccc(Cl)c([N+](=O)[O-])c2)s1,8%,-15%,2%,-2%,-0.3%,2%,-3%,-15%,4%,2,10%
Cc1ccn2c(=O)nc(SCC(=O)N3CCCC3)nc2c1,1%,12%,3%,-4%,0.1%,15%,-4%,-8%,0%,0,23%
COc1ccccc1C(CNC(=O)COc1cc(C)ccc1Cl)N1CCCC1 (configuration not stated),-17%,-1%,-2%,-1%,-1.6%,0%,7%,-29%,-2%,14,-1%
COc1cccc(C2CC(C(F)(F)F)n3ncc(C(=O)O)c3N2)c1 (configuration not stated),-1%,-2%,-4%,2%,-0.9%,0%,-8%,1%,-1%,3,3%
C/C(=N/N1CCN(Cc2ccccc2)CC1)c1ccc(Br)cc1,3%,11%,0%,0%,-1.1%,2%,-1%,-10%,-6%,5,-9%
Cc1oc2c(CN3CCCCC3)c(O)ccc2c(=O)c1-c1ccc(Br)cc1,13%,-2%,1%,-4%,0.5%,0%,-4%,4%,2%,-7,23%
CCCc1nnc(SCC(=O)N(CC)CC)n1CC1CCCO1 (configuration not stated),-9%,5%,-2%,-4%,-0.3%,-4%,-3%,15%,-5%,12,-1%
COc1ccc(NC(=O)c2cc(OC)c(OC)cc2OC)c(S(=O)(=O)N2CCOCC2)c1,-10%,-5%,-1%,0%,0.2%,3%,0%,1%,3%,28,-8%
COc1cc(S(=O)(=O)N2CCOCC2)ccc1NC(=O)c1cc2c(s1)CCC2,9%,3%,0%,-4%,0.0%,-2%,-2%,1%,0%,1,-27%
COc1ccc(OC)c(NC(=O)C23CC4CC(C2)CC(n2cnc(Br)n2)(C4)C3)c1,13%,/,-2%,-9%,-0.2%,-2%,1%,4%,2%,-10,-17%
CN1CCN(Cc2c(O)ccc3cc(-c4ccccn4)c(=O)oc23)CC1,0%,0%,0%,-8%,0.3%,6%,-2%,7%,-5%,-3,7%
CCOC(=O)c1c(NC(=O)CC(C)C)sc(C(C)=O)c1C,17%,-2%,3%,-5%,-0.5%,5%,-13%[46.1 µM],-3%,-1%,-20,-28%
COc1cc(/C=N/NC(=O)CCC(=O)NC2CCCCC2)ccc1C,-4%,4%,8%,-2%,-0.9%,6%,1%,20%,-4%,10,-14%
Cc1cc(OCCCCN2C(=O)NC(C)(C)C2=O)ccc1[N+](=O)[O-],1%,-1%,2%,1%,0.1%,?,/,-8%,3%,-29,-8%
CCOC(=O)C1=C(Nc2ccc(Cl)cc2)OCC1=O,-1%,3%,0%,-2%,-0.7%,-11%,9%,21%,-7%,11,-3%
COc1ccc(/C=C(/C#N)C(=O)Nc2ccc(O)cc2)cc1C(=O)O,-5%,-7%,4%,1%,0.0%,?,3%,-7%,5%,1,4%
COc1cc(/C=C(\C#N)C(=O)Nc2cccc3ncccc23)cc(OC)c1OC,4%,-1%,3%,-5%,-0.5%,?,1%[46.1 µM],-2%,0%,-11,?
COc1cc(OC)cc(C(=O)NCC(=O)OCC(=O)N2CC(C)CC(C)C2)c1 (configuration not stated),-9%,15%,-5%,-1%,0.2%,4%,11%,0%,-1%,12,-5%
COc1cc(-c2n[nH]c(=S)n2-c2cccc(C(F)(F)F)c2)cc(OC)c1OC,7%,0%,1%,-2%,-0.7%,?,-6%[46.1 µM],2%,-4%,7,?
CC(C)c1onc(C(=O)N2CCN(c3ccc(F)cc3)CC2)c1[N+](=O)[O-],4%,-6%,5%,4%,0.2%,-10%,2%,-8%,-1%,-15,12%
CCOC(=O)N1CCN(C(=O)c2ccc(Cl)c(S(=O)(=O)Nc3ccccc3)c2)CC1,2%,-2%,3%,-4%,0.2%,?,7%,-7%,13%,4,-9%
CC(C)(C)c1ccccc1OCC(=O)NCc1ccccc1,9%,14%,0%,0%,-1.2%,0%,-1%,-14%,-2%,-5,6%
CCCCC(C)(O)C/C=C/[C@H]1[C@H](O)CC(=O)[C@@H]1CCCCCCC(=O)OC (some centres not stated),-7%,/,-10%,/,0.0%,?,/,2%,-9%,-13,?

# A second format for some results above:
> COc1ccc(OC)c(NC(=O)C23CC4CC(C2)CC(n2cnc(Br)n2)(C4)C3)c1
  Mito fusion yeast = 13%
  uPA generation = /
  USP2a inh = -2%
  TSG101-PTAP inh = -9%
  B2AR arrestin = -0.2%
  BCR signal inh = -2%
  TCR activator = 1%
  Eya2 inh = 4%
  Tb PFK block = 2%
  TSHR antagonist = -10
  ELG1 repair inh = -17%
> CN1CCN(Cc2c(O)ccc3cc(-c4ccccn4)c(=O)oc23)CC1
  Mito fusion yeast = 0%
  uPA generation = 0%
  USP2a inh = 0%
  TSG101-PTAP inh = -8%
  B2AR arrestin = 0.3%
  BCR signal inh = 6%
  TCR activator = -2%
  Eya2 inh = 7%
  Tb PFK block = -5%
  TSHR antagonist = -3
  ELG1 repair inh = 7%
> CCOC(=O)c1c(NC(=O)CC(C)C)sc(C(C)=O)c1C
  Mito fusion yeast = 17%
  uPA generation = -2%
  USP2a inh = 3%
  TSG101-PTAP inh = -5%
  B2AR arrestin = -0.5%
  BCR signal inh = 5%
  TCR activator = -13%[46.1 µM]
  Eya2 inh = -3%
  Tb PFK block = -1%
  TSHR antagonist = -20
  ELG1 repair inh = -28%

# Screening results deposited in PubChem by National Center for Advancing Translational Sciences (NCATS).
